# LYP inhibition: inhibitors of LYP phosphatase, biochemical, fluorescence intensity, uHTS (AID 1779) | recombinant LYP phosphatase, fluorescence intensity; higher % means a stronger effect | inhibition, % at 11.5 µM; hits with a dose series show IC50 in µM | actives 0.054% (n = 290,000);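 also: plate controls were vehicle with enzyme for no effect and no enzyme for full effect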
# Lipid droplet: modulators of hepatic lipid droplet formation | AML12 mouse hepatocytes, oleate lipid droplets, BODIPY imaging | inhibition, % at 6.5 µM | actives 0.4% (n = 240,000) | AID 1656;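 active = lipid droplet intensity inhibited by at least 50%, with more than 500 cells counted; inconclusive = wells with under 300 cells, treated as cytotoxic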
#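 System: AML12 hepatocytes (mouse). Probe or stimulus: oleic acid at 100 µM to induce lipid droplet formation. Times: overnight treatment with compound plus oleate. Detection: Image-based BODIPY and DAPI two-channel analysis. Evaluation: percent inhibition of filter-corrected integrated lipid droplet intensity per well.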
# AID2073: disruptors of CaV2.2 binding to Mint1 – biochemical, HTRF (AID 2073); HTRF protein-protein interaction, Mint1-CaV2.2; higher % means a stronger effect; inhibition, % at 20 µM, or IC50 in µM where a hit was titrated; actives 0.19% (n = 290,000); in the data active = inhibition mostly above about 51%, no sharp cut-off; inconclusive = no clear call, values can overlap the other calls; inactive = mostly below about 53%; also: some results filed as inactive read as strong as hits
# SIAH1 antagonists: Siah-1 peptide-binding antagonists, primary screen, biochemical, fluorescence polarization, rhodamine-plectin, uHTS (AID 1817); displacement, % at 20 µM, or IC50 in µM where a hit was titrated; actives 0.02% (n = 290,000); Siah-1 / rhodamine-plectin peptide fluorescence polarization; higher % means a stronger effect;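 active = displacement of at least 50% at 20 µM, with a fluorescence ratio check between 0.3 and a set limit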;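 also: plate controls were Siah plus tracer with DMSO for no effect and tracer alone without Siah for full effect; strong numbers were not always called active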
# Myeloid diff 2: myeloid differentiation induction. ER-HoxA9 myeloid progenitors, lysozyme-GFP differentiation, flow cytometry. actives 1% (n = 360,000). AID 624256. calls only at 10 µM;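 active = normalized GFP-positive differentiation at or above the plate's own cutoff, the solvent-only control mean plus 3 SD; inconclusive = no clear call, values can overlap the other calls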;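 also: cells exposed to compound for four days before flow analysis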
# NS5 inhibitors: Dengue-2 NS5 methyltransferase inhibitors, primary screen, biochemical, confirmation dose response (AID 588689). Dengue-2 NS5 methyltransferase capping enzyme assay, biochemical; higher % means a stronger effect. inhibition, % at 25 µM, or IC50 in µM where a hit was titrated. actives 0.3% (n = 340,000); in the data active = a potency from the dose series; inconclusive = inhibition above about 29% without an active follow-up result
# HEK293 NOD2/NF-kB: NOD2 signaling inhibitors, cell-based, luminescence, uHTS, HEK293 (AID 1566) | HEK293 NOD2/NF-kB luciferase reporter, luminescence; higher % means a stronger effect | inhibition, % at 4 µM, or EC50 in µM where a hit was titrated | actives 0.63% (n = 290,000); also: many of its hits are not listed in these tables
# HIV fusion peptide: inhibitors of HIV fusion peptide binding, primary screen, biochemical, uHTS, fluorescence dequenching (AID 1986); cell-free peptide binding, fluorescence dequenching, 30 min; higher % means a stronger effect; inhibition, % at 20 µM, or IC50 in µM where a hit was titrated; actives 0.3% (n = 290,000); in the data active = inhibition mostly above about 52%, no sharp cut-off; inactive = mostly below about 76%; also: some results filed as inactive read as strong as hits
# XIAP antagonists: XIAP antagonists, biochemical, IAP family, fluorescence polarization (AID 1018); displacement, % at 20 µM; hits with a dose series show IC50 in µM; XIAP BIR domain, fluorescence polarization peptide displacement; higher % means a stronger effect; actives 0.007% (n = 200,000); in the data active = displacement above about 50%; also: a part of the inactive calls stands beside numbers as strong as those of hits
# Lipid droplet cells 6.5 µM: second read-out of Lipid droplet, no call of its own (marks repeat the call); cell count; measured here: cell count, cytotoxicity flag;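 cells counted across two imaged fields per well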
# Myeloid diff 2 GFP+ MAC1+ %: recorded beside Myeloid diff 2, whose call it bears; GFP+ MAC1+ double positive, %; measured here: differentiation confirmed by MAC1 staining
# * marks the source's active call; other numbers are inactive results; i = inactive; ? = inconclusive; / = not tested or not shown. Rule as the data show it, unless noted: active = inhibition above about 50%; inactive = the rest. Some of the compounds tested. The share of hits here may be higher or lower than overall.
# Results follow in this order: LYP inhibition	Lipid droplet	Lipid droplet cells 6.5 µM	AID2073	SIAH1 antagonists	Myeloid diff 2	Myeloid diff 2 GFP+ MAC1+ %	NS5 inhibitors	HEK293 NOD2/NF-kB	HIV fusion peptide	XIAP antagonists
Cc1nc2ncnn2c(C)c1C/C=C/c1ccccc1
 : 3.4%	-24.2	702	-1.2%	5.6%	i	0.7	4.4%	4.2%	2.4%	-5.9%
Cc1ccc(NC2CCCN(C(=O)c3cccc(-c4ncc[nH]4)c3)C2)cc1C (centres undefined)
 : -11.1%	-6.3	751	-2.9%	-6.2%	i	5.6	7.1%	20.3%	-1.4%	/
O=C(O)COc1ccccc1/C=C1\C(=O)Nc2ccc(Br)cc21
 : -1.9%	/	/	18.4%	7.3%	i	0.5	24.1%	-0.4%	7.5%	/
Cc1cc(C)c2c(N)c(C(=O)NN3CC(=O)N(c4ccccc4F)CC3=O)sc2n1
 : -4.3%	9.1	692	30.4%	1.3%	i	1.0	-6.5%	-10.7%	-1.9%	-3.5%
COc1cc(C(=O)NCC(C)(C)CNC(=O)c2cc(OC)c(OC)c(OC)c2)cc(OC)c1OC
 : -10.1%	3.5	756	2.2%	6.5%	i	0.2	-10.1%	-2.1%	1.9%	/
COc1ccc(NC(=O)CSc2nnc(Cn3c(=O)sc4ccccc43)n2C)c(OC)c1
 : 1.1%	7.6	763	0.1%	5.1%	i	1.6	1.4%	7.4%	0.4%	0.3%
Cc1ccc(C)c(OCCCC(=O)NC2CCCCC2)c1
 : -9.2%	-10.5	791	4.3%	13.1%	i	0.8	-6.1%	-3.1%	-1.9%	/
CCCOc1ccc(C(=O)NCC(c2cccs2)N(C)C)cc1 (centres undefined)
 : -5.7%	-8.3	761	-3.8%	1.5%	i	0.2	/	2.4%	0.7%	-3.3%
Cc1c(N)cccc1-n1cccc1
 : -4.5%	13.5	705	-5.2%	2.4%	i	0.5	-3.6%	7.7%	0.2%	-1.3%
COC(=O)c1ccc(OCC(O)CNCC(c2ccc(OC)cc2)N(C)C)c(OC)c1 (centres undefined)
 : -7.1%	10.5	715	4.0%	9.6%	i	4.2	-4.8%	0.7%	-0.1%	/
CCOC(=O)c1cc(C)sc1/N=C/C1=C(O)CCCC1=O
 : -11.2%	-2.8	616	5.9%	-10.3%	i	0.2	-5.8%	-4.6%	15.3%	-15.2%
CN(C)S(=O)(=O)c1ccc(N2CCCC2)c(C(=O)Nc2ccccc2N2CCOCC2)c1
 : 3.7%	2.8	709	?	2.3%	i	0.3	-2.4%	2.0%	-0.8%	-6.6%
Cc1ccc2c(C)c(C(=O)N(C)CCC3CCCCO3)oc2c1C (centres undefined)
 : -7.2%	/	/	2.3%	1.6%	i	0.6	-1.3%	-2.0%	3.4%	/
COc1ccc(C(=O)NC2CCCc3c2cnn3-c2cccc(C)c2C)o1 (centres undefined)
 : -12.3%	50.5*	692*	-4.7%	-2.7%	i	1.0	-8.5%	-10.6%	2.7%	/
CC(C)(C)OC(=O)CNC(=O)c1[nH]cnc1C(=O)NC(c1ccccc1)c1ccccc1
 : -5.8%	-2.3	781	7.7%	3.2%	i	1.4	-3.4%	-5.8%	1.6%	/
O=C(COC(=O)CCSc1ccc(Cl)cc1)NCCc1ccccc1
 : -8.7%	-22.9	652	-4.4%	5.3%	i	0.0	-6.2%	11.9%	-1.5%	29.2%
COc1ccc2c(c1)O[C@H](c1ccc3c(c1)OCO3)[C@@H](OC(=O)Nc1cc(OC)c(OC)c(OC)c1)C2=O
 : 4.1%	-8.9	741	1.4%	-6.0%	/	/	/	9.6%	-2.1%	-16.4%
COc1ccc(N2CCN(C(=O)CN3C(=O)c4ccccc4S3(=O)=O)CC2)cc1
 : -4.1%	0.3	710	-11.2%	2.0%	i	1.1	0.8%	14.7%	-3.2%	-3.6%
Cc1ccccc1/C=C1\OC(=O)c2ccccc21
 : -3.1%	/	/	3.3%	2.6%	i	4.9	-5.7%	8.9%	-2.5%	-2.5%
O=C(Cc1ccccc1)c1c[nH]c(C(=O)NCCCN2CCOCC2)c1
 : -11.0%	-28.4	730	4.4%	-4.2%	i	0.7	-3.0%	28.1%	1.1%	-5.7%
O=C(c1cccc(F)c1)N1CCC(c2nc3ccccc3s2)CC1
 : -3.1%	-11.5	754	19.2%	6.2%	i	0.4	0.8%	-3.6%	-0.7%	1.5%
CCCC(=O)Nc1nnc(CCc2ccccc2)s1
 : -3.7%	-3.0	766	11.2%	-2.0%	i	0.3	/	5.0%	-0.6%	/
O=C(NCC1COCCO1)C1CCN(S(=O)(=O)c2ccccc2)CC1 (centres undefined)
 : -0.3%	0.1	711	9.9%	2.4%	i	6.3	-2.0%	3.1%	1.9%	-2.5%
CCc1nn2c(=O)cc(CSCC(=O)Nc3ccccc3Cl)nc2s1
 : -2.1%	1.2	696	-0.8%	1.6%	i	3.4	-0.9%	12.4%	-0.1%	/
CCCn1c(/N=C/c2ccccc2O)nc2ccccc21
 : -3.1%	/	/	-2.5%	-2.1%	i	0.5	0.0%	6.4%	-1.3%	-5.2%
O=C(Nc1nccs1)C1CCN(S(=O)(=O)c2ccccc2)CC1
 : -8.8%	21.9	749	2.7%	-0.4%	i	5.1	1.5%	-12.8%	-0.4%	/
O=C(OCc1nnc(-c2ccc(Cl)cc2)o1)C12CC3CC(CC(O)(C3)C1)C2
 : -4.2%	-7.5	702	-1.0%	3.4%	i	0.6	-7.8%	-25.5%	-0.6%	-0.9%
O=C(CCCc1nc2ccccc2s1)NNC(=O)CCN1CCN(Cc2ccccc2)CC1
 : -14.4%	5.3	685	-20.3%	-0.1%	i	0.1	2.2%	21.9%	-1.0%	-4.8%
CCOc1ccc(C(=O)NCC(=O)OCC(=O)Nc2cccc(S(=O)(=O)N3CCCC3)c2)cc1
 : -4.6%	2.5	658	-0.3%	4.4%	i	0.6	4.0%	14.5%	-1.6%	/
COc1ccccc1/C=C1\SC(=S)N(NS(=O)(=O)c2ccccc2)C1=O
 : -5.5%	8.3	879	4.4%	-3.5%	i	0.2	36.2µM*	6.7%	21.0%	/

# An excerpt from above in order of their number in NS5 inhibitors, ascending.
molecule	NS5 inhibitors
Cc1cc(C)c2c(N)c(C(=O)NN3CC(=O)N(c4ccccc4F)CC3=O)sc2n1	-6.5%
Cc1ccccc1/C=C1\OC(=O)c2ccccc21	-5.7%
O=C(Nc1nccs1)C1CCN(S(=O)(=O)c2ccccc2)CC1	1.5%

# Following part
# Results follow in this order: LYP inhibition	Lipid droplet	Lipid droplet cells 6.5 µM	AID2073	SIAH1 antagonists	Myeloid diff 2	Myeloid diff 2 GFP+ MAC1+ %	NS5 inhibitors	HEK293 NOD2/NF-kB	HIV fusion peptide	XIAP antagonists
CC(=O)N[C@@H](C)c1nc2ccccc2n1CCCN1CCN(c2nc(-c3ccc(C)cc3)cs2)CC1
 : -10.4%	-3.6	720	-8.3%	-12.0%	?	/	-6.8%	44.3%	-1.3%	/
CC(Cc1c[nH]c2ccccc12)C(=O)O (centres undefined)
 : 11.4%	12.8	734	16.5%	12.7%	i	1.7	-3.5%	8.8%	1.5%	-7.3%
O=C(N/N=C/c1ccc([N+](=O)[O-])o1)C1CC1
 : 4.7%	-16.4	676	21.5%	16.6%	i	0.4	-2.4%	23.5%	26.8%	-5.5%
c1nc(NCCN2CCOCC2)c2c3c(sc2n1)CCCCC3
 : -7.9%	/	/	8.2%	-1.8%	i	1.3	-3.2%	23.4%	3.1%	-3.5%
Cc1ccc(-c2nn(-c3ccccc3)cc2/C=C/C(=O)OCC(=O)NC2CC2)o1
 : -1.9%	-0.4	753	45.5%	-3.9%	i	0.9	3.1%	3.1%	0.9%	-5.6%
Cc1cc(C)c(NC(=O)NC(=O)c2cccc(F)c2)c(C)n1
 : -0.4%	/	/	3.3%	8.1%	i	1.4	-2.6%	-27.1%	5.4%	-6.4%
O=[n+]1cc(-c2ccc(Br)cc2)n([O-])c2c1CCC2
 : 1.9%	-20.2	645	-0.7%	-0.6%	i	0.3	-1.9%	6.0%	-0.3%	-6.7%
COc1ccc(CN(C(=O)CSc2nnc(-c3ccc(OC)c(OC)c3)o2)c2ccc(F)cc2)cc1
 : 1.8%	-7.8	805	7.5%	4.2%	i	1.5	-6.2%	-0.6%	0.5%	-10.6%
O=C(NC1CCCCC1)N1CCN(C(c2ccccc2)c2ccccc2)CC1
 : -5.1%	-9.9	769	-9.3%	2.2%	i	0.2	-0.7%	15.8%	-1.4%	-0.1%
COC(=O)C1(C(=O)OC)NOC2C(=O)N(c3ccc(Cl)cc3Cl)C(=O)C21 (centres undefined)
 : -8.0%	9.4	672	1.8%	-8.3%	i	1.0	-4.0%	-4.4%	1.1%	-5.8%
CC(=O)/C(N)=N/Nc1cccc(Cl)c1
 : -0.3%	5.5	673	-2.8%	5.0%	i	0.3	-6.5%	11.9%	-1.6%	-0.5%
CC1(C)CC(=O)C2=C(C1)Nc1ccccc1N=C2
 : -10.6%	0.9	685	11.0%	3.1%	/	/	/	-2.0%	64.2%	-5.3%
COc1ccc(S(=O)(=O)N2CCCC(C(=O)NCCC3=CCCCC3)C2)cc1 (centres undefined)
 : 0.9%	-0.1	687	6.1%	2.4%	i	1.1	/	-4.4%	1.3%	-2.3%
Nc1ccc(Oc2ccc([N+](=O)[O-])cc2[N+](=O)[O-])cc1
 : -6.5%	-0.6	832	-3.9%	-3.9%	i	9.3	-2.8%	11.9%	-0.4%	-5.3%
Cc1cccc(NC(=O)c2ccc(S(=O)(=O)N3CCCCC3)cc2)n1
 : -6.7%	11.9	702	19.9%	11.9%	i	2.5	-2.1%	-1.6%	3.5%	/
COc1ccc(Nc2nc(-c3ccc(OC)cc3)cs2)cc1
 : -10.5%	16.2	641	34.3%	1.5%	i	0.4	4.8%	-76.4%	2.4%	-3.7%
Cc1ccc(C(=O)Nc2ccccc2N2CCCC2)cc1
 : -8.0%	-3.5	787	4.9%	-1.3%	i	0.5	/	6.7%	-1.3%	/
Cc1nn(Cc2ccccc2)c(Cl)c1C(=O)NC(C)(C)C
 : 6.0%	-30.6	603	-0.1%	6.6%	i	0.6	-1.9%	5.9%	-0.1%	0.0%
CC1CCCN(C2=C(NS(=O)(=O)c3ccc(Cl)cc3)C(=O)c3ccccc3C2=O)C1 (centres undefined)
 : -10.4%	56.7*	529*	7.0%	-8.8%	i	0.4	11.8%	8.5%	-0.4%	-3.3%
COC(=O)[C@@H](NC(=O)c1ccc2c(c1)S(=O)(=O)c1ccccc1C2=O)C(C)C
 : -5.3%	-18.6	749	-1.8%	-1.7%	i	0.2	4.0%	8.9%	-0.5%	/

# Screening data deposited in PubChem BioAssay by several laboratories.
